High-throughput results as filed in PubChem.
DT40 TDP1 CPT – DT40-hTDP1 cell growth loss with CPT; chicken DT40 Tdp1-/-;hTDP1 cells + 20 nM CPT, ATP luminescence, 48 h; Potency, µM (top dose mostly 46.2 µM), for inactives: at the highest dose activity change, negative = growth inhibition, actives largely listed as inhibitors; hit rate 12% among 420,000; AID 686979; note: nearly all actives have a fitted effect of over 55% in size
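Chicken DT40 Tdp1-/- cells complemented with human TDP1, 400 cells/well, exposed to compounds plus 20 nM camptothecin for at least 48 h at 37 C; viability read as ATP content by CellTiter-Glo luminescence.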
N370S GC – inhibits or activates N370S mutant glucocerebrosidase; hit rate 0.092% among 330,000; P04062; AID 2101; N370S GC spleen homogenate, 4MU-glucoside fluorescence; Potency, µM (titrated, usually from 59.4 µM), without a hit: at the highest dose activity change, negative = inhibition, hits mostly inhibitors;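 note: 0% = full enzyme activity and -100% = no enzyme basal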
FEN1 inh – human FEN1 inhibition | P39748 | Recombinant FEN1 flap cleavage, fluorescence, 15 min | Potency, µM (titrated, usually from 114 µM), inactives show at the top dose activity change, negative = inhibition, most hits filed as inhibitors | hit rate 0.35% among 390,000 | AID 588795; note: nearly all actives have a fitted effect of over 65% in size
Target sequence (P39748 whole entry, looked up): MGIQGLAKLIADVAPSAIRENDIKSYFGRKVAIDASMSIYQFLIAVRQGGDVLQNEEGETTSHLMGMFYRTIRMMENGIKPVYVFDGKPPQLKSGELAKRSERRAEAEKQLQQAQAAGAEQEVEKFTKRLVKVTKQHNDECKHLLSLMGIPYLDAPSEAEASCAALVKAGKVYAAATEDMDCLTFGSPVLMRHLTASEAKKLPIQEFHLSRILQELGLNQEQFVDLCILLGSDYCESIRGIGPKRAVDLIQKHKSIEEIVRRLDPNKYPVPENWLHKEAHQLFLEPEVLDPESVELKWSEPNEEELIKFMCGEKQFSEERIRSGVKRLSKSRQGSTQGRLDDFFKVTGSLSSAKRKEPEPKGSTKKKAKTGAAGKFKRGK
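Nuclease activity of 10 nM FEN1 was measured after 15 min of room-temperature exposure to titrated compounds, by adding 50 nM flap substrate and reading plates at 0 and 15 min.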
* hit, by the source's call; ? = inconclusive; nt = not tested or not shown; & = joins results of further samples; [ ] = another dose, or the depositor's remark. Calls come from the whole dose curve; as a rule, active = well fitted curve in the direction sought with a large enough effect; inconclusive = small, poorly fitted or top-dose-only effect, or another doubt; inactive = no such curve, though single readings can be large; an effect the other way counts as inactive or inconclusive. Unless noted, % is set by controls: 0 for no effect and ±100 for the full control effect; potency is the fitted concentration of half-maximal effect. This is a subset; count on the stated rates, not on these rows.

| SMILES | DT40 TDP1 CPT | N370S GC | FEN1 inh |
| --- | --- | --- | --- |
| CCCc1nnc(NC(=O)CCC(=O)N2CCN(CCOC(c3ccccc3)c3ccccc3)CC2)s1 | ? | -4.8% | 47.3%[activator] |
| Cc1ccc(S(=O)(=O)NC(CC(=O)N2CCC3(CC2)OCCO3)c2ccco2)cc1 (stereo not drawn) | -18.2% | 24.4% | -2.8% |
| CCOC(=O)c1cccc(NC2c3ccccc3C(=O)N2Cc2ccco2)c1 (stereo not drawn) | 11.6µM* | 10.1% | -23.9% |
| O=C(O)/C=C/CO | -3.2%&7.3% | -6.1%&-4.0% | nt |
| CCCCOP(=O)(CN1CCOCC1)OCCCC | -29.7% | -0.9% | 10.0% |
| CCC(C(N)=O)N1CCCC1=O (stereo not drawn) | ? | 1.2% | nt |
| CC(C)NS(=O)(=O)c1ccc(OCC(=O)N2CCN(C)CC2)cc1 | -0.9% | 8.0% | -11.0% |
| CCN1CCN(Cc2cc3c(cc2[N+](=O)[O-])OCO3)CC1 | -1.3% | -20.5% | -4.4% |
| N/C(=N\[N+](=O)[O-])NCCCC(NC(=O)CNC(=O)c1ccccc1)C(=O)O (stereo not drawn) | 1.7% | 1.0% | 0.6% |
| CN1CCC(n2nccc2N)CC1 | 2.7% | -3.4% | -0.3% |
| COc1ccccc1/C=N/N=C(/N)N[N+](=O)[O-] | -6.2% | -7.8% | -4.2% |
| O=C(c1ccc(Cl)cc1)C1CCCN(Cc2cccc3cccnc23)C1 (stereo not drawn) | 23.1µM* | 17.5% | -10.5% |
| Cc1ccc(N/N=C/c2c(O)n(-c3ccccc3)c(=O)[nH]c2=O)cc1 | ? | -7.3% | 14.5% |
| CCN(CC)P(=O)(Oc1ccccc1)Oc1ccccc1 | ? | 12.4% | -14.8% |
| C=C1C(=O)O[C@@H]2C[C@@H](C)[C@@H]3C4OC4C(=O)[C@@]3(C)[C@@H](O)[C@H]12 (stereo partly drawn) | 1.03µM* | 6.6% | 5.8% |
| CCC(C)C1NC(=O)C2CCCN2C(=O)C(CC(C)C)OC(=O)CCNC(=O)C(C)N(C)C(=O)C(C(C)C)N(C)C1=O (stereo not drawn) | 3.26µM* | nt | 1.1% |
| COC[C@H]1OC(=O)c2coc3c2[C@@]1(C)C1=C(C3=O)[C@H]2CCC(=O)[C@@]2(C)C[C@H]1OC(C)=O | 9.44µM* | -11.6% | nt |
| Cn1cccc1/C=C1\C(=O)NC(=O)N(Cc2ccccc2)C1=O | 5.8µM* | 3.3% | -1.4% |
| O=C1NC(=O)C(=Cc2coc3ccccc3c2=O)C(=O)N1 | ? | -0.9% | -18.8% |
| C[C@]12CC[C@H](O)CC1=C([N+](=O)[O-])CC1C2CC[C@@]2(C)C1CC[C@@H]2O (stereo partly drawn) | ? | nt | 2.5% |

(more compounds)
| SMILES | DT40 TDP1 CPT | N370S GC | FEN1 inh |
| --- | --- | --- | --- |
| CC(=O)O[C@@H]1[C@H]2CC[C@@H]3[C@]1(C[C@@H](OC(C)=O)[C@@]1(O)C([C@@H]4O[C@@H]4C1(C)C)[C@]3(C)O)C[C@@]2(C)O (stereo partly drawn) | 0.8% | -6.4% | 4.7% |
| Cc1ccc(Cl)cc1N1CCN(C(=O)C2CCN(Cc3nc(-c4ccc(Cl)cc4)oc3C)CC2)CC1 | ? | nt | -11.1% |
| Cc1cc(/C=C2\C(=O)NC(=O)N(c3cccc(F)c3)C2=O)c(C)n1-c1ccc(C(=O)O)c(Cl)c1 | 0.0% | 1.0% | -12.6% |
| O=C(Nc1ccc(OC(F)(F)F)cc1)Oc1ccccc1N1CCOCC1 | ? | -6.4% | 4.7% |
| O=C(Nc1ccc(Oc2ccc(Cl)cc2)c(Cl)c1)c1cc(I)cc(I)c1O | ? | -1.7% | ? |
| O=C1Nc2ccc(Br)cc2C(c2ccccc2)=NC1O (stereo not drawn) | ? | -8.5% | 19.7% |
| CCOC(=O)C1(CCOc2ccccc2)CCN(Cc2cccc(O)c2)CC1 | ? | -15.5% | -3.3% |
| CC(C)COP(=O)(OCC(C)C)C(O)c1cccnc1 (stereo not drawn) | 11.0% | 5.3% | -1.8% |
| CN1C[C@H](CO)C=C2c3cccc4[nH]cc(c34)C[C@H]21 | 3.66µM* | -17.1% | ? |
| COCCOC(=O)C1=C(N)Oc2c(c(=O)oc3ccccc23)C1c1ccncc1 (stereo not drawn) | -17.0% | -2.7% | -8.9% |
| CCOC(=O)c1c(NC(NC(=O)CF)C(Cl)(Cl)Cl)sc2c1CCCC2 (stereo not drawn) | 13µM* | 22.5% | -1.3% |
| COc1cc(C2Nc3c(C)cc(C)cc3-c3cc(C)nn32)cc(OC)c1O (stereo not drawn) | 5.8µM* | nt | -23.8% |
| CN(C)CC/C=C1\c2ccccc2Sc2ccc(Cl)cc21 | 23.7µM* | ? | -21.4% |
| Cc1ccc2c(c1)C1CN(C)CCC1N2C(=O)c1cn(-c2ccccc2)nc1-c1ccccc1 (stereo not drawn) | ? | ? | -20.7% |
| c1ccc(C(c2ccccc2)c2cccnc2)cc1 | -30.0% | nt | -15.2% |
| O=C(Cc1ccccc1F)N1CCN(CC(=O)N2CCCC2)CC1 | 17.1% | nt | 6.7% |
| C(#CCN1CCCCC1)COCc1ccccc1 | -3.0% | 2.8% | 3.3% |
| CC(C)c1ccc(N=Nc2c(O)[nH]c(=O)[nH]c2=O)cc1 | -4.3% | -11.3% | -1.2% |
| C[C@H]1C(=O)O[C@H]2CCN3CC=C(COC(=O)[C@](C)(O)[C@@]1(C)O)C23 (stereo partly drawn) | -0.8% | -5.8% | nt |
| COC(=O)C1=C(c2ccc3ccccc3c2)C[C@@H]2CC[C@H]1N2C(=O)NCCCOC(C)C | ? | nt | -16.0% |

Next compounds follow.
| SMILES | DT40 TDP1 CPT | N370S GC | FEN1 inh |
| --- | --- | --- | --- |
| CC12CCC(=O)C=C1CCC1C2CCC2(C)C(O)(C(=O)CO)CCC12O (stereo not drawn) | 0.2% | nt | 1.0% |
| Cc1ccc2c(c1)C(c1ccccc1)NCC(=O)N2 (stereo not drawn) | -5.1% | 2.3% | 5.0% |
| COc1cc(C2SCC(=O)Nc3c2c(C)nn3-c2ccccc2)cc(OC)c1OC (stereo not drawn) | -20.0% | -27.7% | -1.0% |
| C#CC(C)(CC)NC(=O)Cn1nnc(-c2ccc(OCc3ccccc3C)cc2)n1 (stereo not drawn) | ? | nt | 6.4% |
| COc1ccc(CCNCc2ccc(C)s2)cc1OC | 1.3% | -7.9% | -3.9% |
| CC(=O)OC1CCC2(/C=N/O)C(=CCC3C4CCC(=O)C4(C)CCC32)C1 (stereo not drawn) | -17.9% | -2.7% | 27.9% |
| CN1CCCN(c2ccc([N+](=O)[O-])nc2)CC1 | 17.4% | -7.9% | -10.4% |
| O=C(Cc1ccccc1)OCC(=O)c1ccc(F)cc1 | 0.3% | nt | -7.9% |
| CCCCCn1c(=O)c(C(=O)Nc2cnccn2)c(O)c2ccccc21 | 4.11µM* | -2.6% | 2.8% |
| O=C1NCN(c2ccccc2)C12CCN(CCCOc1ccc(F)cc1)CC2 | ? | -1.9%&2.0%&-13.8% | nt |
| Cc1nn(C)c(C)c1/C=C1/CC2C3CC=C4CC(O)CCC4(C)C3CCC2(C)C1=O (stereo not drawn) | ? | -22.5% | -5.3% |
| CCCCn1c(O)c(C(=O)/C=C/c2ccc3c(c2)OCO3)c(=O)[nH]c1=O | ? | 6.2% | -6.5% |
| CCCCOc1ccc(CC2C(=O)N(C)C(=O)N(C)C2=O)cc1 | -11.4% | ? | -2.4% |
| COc1cc2c(cc1O)C[C@H]1c3c(cc(OC)c(O)c3-2)CCN1C | ? | -5.9% | nt |
| Cc1ccccc1C1=NCC(=O)N(CC(=O)N2CCCCC2)c2sc(C)c(C)c21 | -9.2% | -2.3% | -5.5% |
| CCOC(=O)C1(CCOc2ccccc2)CCN(Cc2ccc(C)s2)CC1 | ? | -25.9% | -18.7% |
| COC(=O)C1=C(c2ccc(OC(F)(F)F)cc2)C[C@@H]2CC[C@H]1N2C(=O)NC(C)C | 16.4µM* | nt | 20.1% |
| NC(Cc1ccccc1)c1nn[nH]n1 (stereo not drawn) | 1.0% | nt | -16.1% |
| CC(C)c1ccc(NC(=O)c2ccc(F)c(S(=O)(=O)N3CCc4ccccc4C3)c2)cc1 | 4.61µM* | nt | -7.0% |
| CC(=NC(C)c1ccccc1)c1c(O)[nH]c(=O)[nH]c1=O (stereo not drawn) | ? | 10.3% | 7.2% |

(continued)
Structure	DT40 TDP1 CPT	N370S GC	FEN1 inh
CN1CCN(c2ccc(C(N)=O)cc2N)CC1	3.7%	0.1%	12.5%
COC(=O)C1=C(c2ccc(OC(F)(F)F)cc2)C[C@@H]2CC[C@H]1N2C(=O)NCCCOC(C)C	?	nt	12.0%
CC(C)CNC(=O)/C=C/C=C/CCCCCC/C=C/c1ccc2c(c1)OCO2	-6.6%	nt	-2.1%
C=COCCn1c(C)c(C(C)=O)c2cc(O)ccc21	?	6.9%	0.0%
S=P1(Oc2ccccc2)Nc2ccccc2N1	-1.7%	nt	9.1%
CC(NC(=O)Cc1cccc2ccccc12)C(=O)N1CCC(=O)CC1 (stereo not drawn)	-3.5%	1.2%	0.2%
CC1CCN(C(=O)N2c3ccccc3Sc3ccccc32)CC1	?	?	-2.7%
COP(=O)(OC)C(Nc1ccccn1)c1ccccc1 (stereo not drawn)	-2.5%	3.7%	0.9%

Continued.
Structure	DT40 TDP1 CPT	N370S GC	FEN1 inh
CCOc1cc(C=O)ccc1O	17.5%&-4.3%	-7.4%	-0.7%
CCOC(=O)C1SC2(C(F)(F)F)CC1(O)c1c(C)cc(C)nc1O2 (stereo not drawn)	-4.5%	-0.9%	2.0%
O=C1NC(=S)NC(=O)C1C1CCCCC1	4.6%	7.0%	-11.7%
CC(C)c1ccc(O)c(CN2CCN(c3ccccc3)CC2)c1	?	5.0%	-14.1%
COc1cc(C)c(CN2CC=C(c3ccc(F)cc3)CC2)cc1C	-9.6%	-7.0%	-14.2%
Cc1ccc2c(c1)CC1(CN2C)C(=O)NC(=O)N(c2cc(C)ccc2C)C1=O (stereo not drawn)	-15.2%	-3.7%	-5.8%
Cc1ccc(NP(=O)(Oc2ccccc2)Oc2ccccc2)cc1	-1.5%	nt	7.6%
CN=C1CN=C(c2ccc[nH]2)c2cc(Cl)ccc2N1	0.0794µM*	nt	3.0%

Carrying on:
Structure	DT40 TDP1 CPT	N370S GC	FEN1 inh
CCCOP(=O)(O)c1c([N+](=O)[O-])cc(C(F)(F)F)cc1[N+](=O)[O-] (tested in a mixture with another compound)	2.5%	12.1%	-6.3%
O=C(Nc1ccc2c(c1)OCCO2)c1cccn(Cc2cccc([N+](=O)[O-])c2)c1=O	?	nt	11.4%
NC1(C(=O)O)CCCc2ccc(N(CCCl)CCCl)cc21 (stereo not drawn)	1.64µM*	nt	-2.7%
OCC1(CO)COC(c2cccnc2)N1 (stereo not drawn)	-18.9%	-0.5%	8.6%
O=C(c1ccc(Cl)cc1)N1CCC2(CC1)OCCO2	6.5%	-0.3%	0.2%
c1ccc2sc(NC3=NCCN3)nc2c1	-28.2%	-6.9%	4.6%
Cc1ccc(-n2c(C)cc(/C=C3/C(=O)NC(=O)N(Cc4ccco4)C3=O)c2C)cc1	-0.1%	-5.9%	-4.5%
Cc1ccc(C)c(N2CCN(C(=O)c3cccn4c(=O)c5ccccc5nc34)CC2)c1	?	nt	-6.1%

7 compounds from above, sorted by count of non-hydrogen atoms, smallest number first.
Structure	DT40 TDP1 CPT	N370S GC	FEN1 inh
c1ccc2sc(NC3=NCCN3)nc2c1	-28.2%	-6.9%	4.6%
O=C(c1ccc(Cl)cc1)N1CCC2(CC1)OCCO2	6.5%	-0.3%	0.2%
NC1(C(=O)O)CCCc2ccc(N(CCCl)CCCl)cc21 (stereo not drawn)	1.64µM*	nt	-2.7%
CCCOP(=O)(O)c1c([N+](=O)[O-])cc(C(F)(F)F)cc1[N+](=O)[O-] (tested in a mixture with another compound)	2.5%	12.1%	-6.3%
Cc1ccc(NP(=O)(Oc2ccccc2)Oc2ccccc2)cc1	-1.5%	nt	7.6%
O=C(Nc1ccc2c(c1)OCCO2)c1cccn(Cc2cccc([N+](=O)[O-])c2)c1=O	?	nt	11.4%
Cc1ccc(C)c(N2CCN(C(=O)c3cccn4c(=O)c5ccccc5nc34)CC2)c1	?	nt	-6.1%

The results go on:
Structure	DT40 TDP1 CPT	N370S GC	FEN1 inh
O=c1cc(C(F)(F)F)c2cc3c4c(c2o1)CCCN4CCC3	-8.2%	7.1%	-10.8%
C=CCN1CCc2cccc3c2C1Cc1ccc(O)c(O)c1-3 (stereo not drawn)	13µM*	3.5%&-4.9%	nt
COc1ccc(N2C(=O)/C(=C/c3ccco3)C(=O)NC2=S)cc1	?	-9.9%	?
CCC1([N+](=O)[O-])COP(N)(=O)OC1 (stereo not drawn)	?	nt	-4.4%
CCN1C[C@]2(CO)CC[C@H](OC)[C@@]34C5C[C@H]6[C@H](OC)C5[C@](O)(C[C@H]6OC)[C@@](O)(C(OC)C23)[C@@H]14 (stereo partly drawn)	16.1%	nt	1.4%
CC[N+]12CCC(CC1)C(C(O)(c1ccccc1)c1ccccc1)C2 (stereo not drawn)	-13.1%	4.9%	-6.6%
